RMI FANCM FP – RMI-FANCM interaction inhibition; Fluorescence polarization, RMI core complex with F-MM2 peptide; active compounds read low; FP signal (polarization) at 33 µM; 0.58% of 70,000 active; AID 1159607; in the data active = FP signal below about 40; note: inactives centre near 61; strong numbers were not always called active; unit not given here
* hit, by the source's call; & = joins results of further samples. Not all compounds are listed. The share of hits here may be higher or lower than overall.

smiles,RMI FANCM FP
O=C(O)CC[N+](=O)[O-],54&56
CC12CCC3(C)OCC(CO)(CO1)N23 (centres undefined),59
NC(=NCCCC(NC(=O)OCc1ccccc1)C(=O)O)N[N+](=O)[O-] (centres undefined),52&55
CCN1C[C@]2(COC)CC[C@H](O)[C@]34C1[C@H](C[C@H]23)[C@@]1(O)C[C@H](OC)[C@H]2C[C@@H]4[C@@H]1[C@H]2OC(C)=O,55
COc1ccc(-n2nc(C(F)(F)F)cc2-c2ccc(Cl)cc2)cc1,53
CC12CCC(O)CC1CCC1C2[C@H](O)CC2(C)C(C3=CC(=O)OC3)CCC12O (some centres undefined),60
Cc1ccccc1C(=O)Nc1ccc(Cl)cc1C(=O)c1ccccc1Cl,52
c1ccc(P(c2ccccc2)c2ccccn2)cc1,70
O=C(O)CNCP(=O)(O)O,55
COc1ccccc1Cn1c(N)c(C(N)=O)c2nc3ccccc3nc21,115
O=C(O)C(Cl)Cl,63
C[n+]1noc(N=C([O-])C(F)(F)F)c1-c1ccccc1,60
O=[N+]([O-])c1ccc(O[C@@H]2O[C@H](CO)[C@@H](O)[C@H](O)[C@H]2F)c([N+](=O)[O-])c1,47
Cc1ccc2c(c1)Sc1ccc(C)cc1S2,59
c1ccc(NC2=NCCCS2)cc1,61
OC1CCCCC1N1CCC(c2ccccc2)CC1 (centres undefined),61&55
CC[C@]1(O)CC[C@H]2[C@@H]3CCC4=CCCC[C@@H]4[C@H]3CC[C@@]21C,60
C/C=C(/C)C(=O)O[C@H]1C(C)=C2[C@H]([C@@H]1OC(=O)CCCCCCC)[C@@](C)(OC(C)=O)C[C@H](OC(=O)CCC)[C@@]1(O)[C@H]2OC(=O)[C@@]1(C)O,50
C=C[C@H]1CN2CC[C@H]1C[C@H]2[C@H](O)c1ccnc2ccccc12,65&63
CC(C)C(N)P(=O)(O)O (centres undefined),62
O=c1ccc2cc(OC3O[C@H](CO)[C@@H](O)[C@H](O)[C@H]3O)c(O)cc2o1 (some centres undefined),55
Cc1nccc2c1[nH]c1ccccc12,58&62&61
Cc1nc2ccc(NC(=O)C(C)(C)C)cc2c(=O)n1-c1ccc(F)cc1,60
NC(=O)c1cc([N+](=O)[O-])cc([N+](=O)[O-])c1,57
NC(=O)CN1CCCC1=O,65&55&65
COc1ccc2c(c1)[C@]13CCCC[C@H]1[C@H](C2)N(C)CC3,76
CC12CCCCC1CCC1C2CCC2(C)C(O)/C(=C/c3ccccc3F)CC12 (centres undefined),58
CC(Cc1ccc(OCC(=O)O)cc1)NCC(O)c1cccc(Cl)c1 (centres undefined),66
O=C(O)[C@@H]1CCN1,54
COCc1cc(OC(=O)N(C)C)nc(-c2ccncc2)n1,50

Three entries picked at random from those above, as already listed:
smiles,RMI FANCM FP
O=C(O)C(Cl)Cl,63
COc1ccccc1Cn1c(N)c(C(N)=O)c2nc3ccccc3nc21,115
c1ccc(P(c2ccccc2)c2ccccn2)cc1,70

Going on with the list:
smiles,RMI FANCM FP
c1cncc(OCC2=NCCN2)c1,51
C1CN2CN3CCN(CN1C3)C2,102
CCOP(=O)(OCC)C(NC(=O)Cc1ccccc1)C(Cl)(Cl)Cl (centres undefined),59
COc1cc2c(c(OC)c1OC)-c1ccc(O)c(=O)cc1[C@@H](NC(C)=O)CC2,57
O=c1cccc2n1CC1CC2CN(C(=S)NC2CCCCC2)C1 (centres undefined),58
O=C(Nc1ccccc1F)N1CCC2(CC1)OCCO2,64
N#CC(C#N)=Cc1ccc(-c2ccccc2)cc1,54
CCCCOC(=O)c1ccccc1C(=O)OCc1ccccc1,55
CO[C@H]1CC=C2CCN3CCC4=C(CC(=O)OC4)[C@]23C1,52
ON=C1CC2CCCC(C1)N2Cc1ccccc1,54
Cc1cc(O)c(C(=O)Nc2cccc(Cl)c2)c(=O)n1Cc1ccco1,53
c1cc(CN2CCNCC2)ccn1,66
CN(C)NC(=O)CCC(=O)O,56
CNC(=O)N(C)c1nnc(C(C)(C)C)s1,56
C=CCN1CC[C@]23c4c5ccc(O)c4O[C@H]2/C(=N\NC(=O)c2ccccc2)CC[C@@]3(O)[C@H]1C5,60
CCOc1ccc(CC(=O)N2CCN(Cc3nc(C)cs3)CC2)cc1,63
NCC(O)c1cc(O)c(O)cc1F (centres undefined),57
CC(=O)OCC1=C(C(=O)O)N2C(=O)[C@@H](NC(=O)CCCC(N)C(=O)O)C2SC1 (some centres undefined),62
COc1ccc(CCN)cc1OC,63
CC(=O)O[C@H]1C[C@H](O[C@H]2[C@@H](O)C[C@H](O[C@H]3[C@@H](O)C[C@H](O[C@H]4CC[C@@]5(C)C(CCC6C5C[C@@H](O)[C@]5(C)[C@@H](C7=CC(=O)OC7)CC[C@]65O)C4)O[C@@H]3C)O[C@@H]2C)O[C@H](C)[C@H]1O[C@@H]1O[C@H](CO)[C@@H](O)[C@H](O)[C@H]1O (some centres undefined),53
Cc1ccc(C)c(Cn2cccc(C(=O)Nc3ccc(S(N)(=O)=O)cc3)c2=O)c1,58
CC(C)N(C(=O)SCC(Cl)=C(Cl)Cl)C(C)C,57
COC(=O)Nc1ccc(S(=O)(=O)F)cc1,60
CCOC(=O)/C=C(\C)OP(=O)(OC)OC,58
c1ccc2c(c1)cc1ccc3cccc4ccc2c1c34,47
Cc1nc2ccc(NC(=O)C3CC3)cc2c(=O)n1-c1ccc(F)cc1,63
O=C(CN1C(=O)c2ccccc2S1(=O)=O)Nc1ccc(Cl)cc1C(=O)c1ccccc1Cl,57
C=CCC1(C(C)CCC)C(=O)NC(=S)NC1=O (centres undefined),56
Cc1ccc(/C=C2/CC3C4CCC5CCCCC5(C)C4CCC3(C)C2=O)o1 (centres undefined),63
CC(Cc1ccccc1)NCCC(c1ccccc1)c1ccccc1 (centres undefined),70

In another format: entries from further up
COc1cc2c(c(OC)c1OC)-c1ccc(O)c(=O)cc1[C@@H](NC(C)=O)CC2
  RMI FANCM FP: 57
O=c1cccc2n1CC1CC2CN(C(=S)NC2CCCCC2)C1 (centres undefined)
  RMI FANCM FP: 58
O=C(Nc1ccccc1F)N1CCC2(CC1)OCCO2
  RMI FANCM FP: 64
N#CC(C#N)=Cc1ccc(-c2ccccc2)cc1
  RMI FANCM FP: 54

Further entries.
smiles,RMI FANCM FP
c1ccc2c3c([nH]c2c1)C1(CCNCC1)NCC3,57
O=C1NC(=S)NC(=O)C1=Cc1ccc(N2CCOCC2)cc1,60
CN1C(=O)CN=C(c2ccccc2)c2cc(Cl)ccc21,65
Cn1c(O)c(C=Nc2cccc(C(F)(F)F)c2)c(=O)n(C)c1=O,55
C[C@@H]1CC(Cl)CC[C@H]1C(=O)OC(C)(C)C (some centres undefined),56
C=CCN1CC[C@]23c4c5ccc(O)c4O[C@H]2C(=O)CC[C@@]3(O)[C@H]1C5,63&61
CC(=O)[O][Hg][c]1ccccc1,56
Oc1c(Cl)c(Cl)c(Cl)c(Cl)c1Cl,54
CC(C)c1ccc(OCC(=O)N2CCN(Cc3nc(-c4ccco4)cs3)CC2)cc1,61
O=C1CN=C(c2ccccc2)c2cc(Br)ccc2N1,65
COc1ccc2[nH]cc(C3=CCNCC3)c2c1,124
NC1CNC(=O)C1 (centres undefined),66
COc1cccc(C(=O)Nc2ccc(Cl)cc2C(=O)c2ccccc2)c1,72
N#CC(C#N)=NNc1ccc(C(F)(F)F)cc1,54
CCN(CC)S(=O)(=O)c1cccc(NN=C(C#N)C#N)c1,60
CCOc1ccc2nc(NC(=O)c3cccn(Cc4ccccc4C)c3=O)sc2c1,54
Clc1ccc(C(OCCN2CCCCC2)c2ccccc2)cc1 (centres undefined),64&56
COc1ccc2[nH]c3c(c2c1)CCN=C3C,62
CSc1nc2ccccc2c(=O)n1-c1ccc2c(c1)OCCO2,50
O=C(CC[N+](=O)[O-])OC[C@H]1O[C@@H](O)[C@@H](OC(=O)CC[N+](=O)[O-])[C@@H](OC(=O)CC[N+](=O)[O-])[C@H]1OC(=O)CC[N+](=O)[O-],62
CCCOP(=O)(OCCC)C(NC(=O)c1ccccc1)=C(Cl)Cl,65
Cc1ccc(C)c2sc(N3CCN(C)CC3)nc12,52
C=CC1CN2CCC1CC2C(OC(C)=O)c1ccnc2ccc(OC)cc12 (centres undefined),54
N#CC(C#N)=Cc1ccsc1,52
O=C1NC(=O)C(C2(C3C(=O)NC(=O)NC3=O)C(=O)Nc3ccccc32)C(=O)N1,53
CO[C@H]1C=C2CCN(C)[C@H]2C2c3cc4c(cc3C(=O)O[C@@H]21)OCO4 (some centres undefined),56
O/N=C/c1c[nH]c2ccccc12,44
C=C1C[C@@H]2[C@H](CC[C@]3(C)C(=O)CC[C@@H]23)[C@@]2(C)C=CC(=O)C=C12,62
CC12CCCCC1CCC1C2CCC2(C)C1CCC2(C)O (centres undefined),59
COc1ccc(CNC(=O)/C=C/c2ccc3[nH]cc(CCN(C)C)c3c2)cc1,51

Next part.
smiles,RMI FANCM FP
O=C(OC1CCN(CCCl)CC1)C(c1ccccc1)c1ccccc1,50
NC(=O)CI,60
O=C(Cc1cccs1)Nc1ccc(S(=O)(=O)N2CC3CC(C2)c2cccc(=O)n2C3)cc1 (centres undefined),66
CN1C2C[C@H](OC(=O)[C@H](CO)c3ccccc3)C[C@H]1[C@@H](O)C2,65
O=C(Cc1ccccc1Cl)N1CCN(Cc2nc3ccccc3[nH]2)CC1,60
Clc1cccc2sc(N3CCNCC3)nc12,71
Nn1cnnc1,60
C=CCN1CCC23c4c5ccc(O)c4O[C@H]2C(=O)CC[C@@]3(O)C1C5 (some centres undefined),54
O=C(CCCS(=O)(=O)c1ccccc1)Nc1ccc(Cl)cc1C(=O)c1ccccc1,55
O=c1[nH]c(O)c(N=Nc2ccc3c(c2)OCCO3)c(=O)[nH]1,129
CC12CCC(=O)C=C1CCC1C2CCC2(C)C1CC[C@]2(C)O (some centres undefined),54
COc1ccc(NC2=NCCS2)cc1,55
C[C@]12CCC3C(CC[C@H]4C[C@@H](O)CC[C@]34C)C1CCC2=O (some centres undefined),66
OC(c1ccccc1)(c1ccccc1)C1CCCN1 (centres undefined),53
O=C1NC(=O)C(=Cc2ccc(O)cc2)C(=O)N1,51
C[C@]12Cc3cn4c(nc3C=C1CCC1C2CC[C@@]2(C)[C@H]1CC[C@@]2(O)C#N)nc1ccccc14 (some centres undefined),59
Cc1csc(CN2CCN(C(=O)Cc3ccc(F)cc3)CC2)n1,62
CCCc1nc(SCC(=O)c2ccc(Cl)cc2)nc(OC(=O)N(C)C)c1C,54
CC(C)=CCCC1(C)C=Cc2c(O)c3c(c(CC=C(C)C)c2O1)OC12C(=CC4CC1C(C)(C)OC2(C/C=C(/C)C(=O)O)C4=O)C3=O (centres undefined),56
COC(=O)/C(C)=C\CC12OC(C)(C)C3CC(C=C4C(=O)c5c(OC)c6c(c(CC=C(C)C)c5OC431)OC(C)(CCC=C(C)C)C=C6)C2=O (centres undefined),59
O=C1CC(=O)N(Cc2ccccc2)C(=O)N1,62
Cn1cnc(-n2oo2)c1C(=O)O,53
CC(=O)c1ccc(NC(=O)c2cccn(Cc3c(F)cccc3Cl)c2=O)cc1,52
COc1ccc2c(c1OC)C(=O)O[C@H]2[C@@H]1c2cc3c(cc2CCN1C)OCO3,57
C=CCN1CC[C@]23CCCCC2[C@H]1Cc1ccc(O)cc13 (some centres undefined),57
CN1C(=O)C([N+](=O)[O-])C(=O)N(C)C1=O,45
COc1ccc2c(c1O)-c1c(OC)c(OC)cc3c1[C@H](C2)N(C)CC3,61&63
N#Cc1ccc(Cl)cc1NC(=O)c1cccn(Cc2cccc(F)c2)c1=O,60
CO[C@H](C)C(O)(C(=O)OCC1=CCN2CC[C@H](O)[C@@H]12)C(C)C (some centres undefined),58
C/C(CC(c1ccccc1)c1c(O)c2ccccc2oc1=O)=N\O (centres undefined),55

(next part)
smiles,RMI FANCM FP
COc1ccc(NC(=S)NNC(=O)C2(O)CN3CCC2CC3)cc1 (centres undefined),64
N[C@@H](CCl)C(=O)O,52
COCCOC(=O)C1=C(C)OC(N)=C(C#N)C12C(=O)Nc1ccccc12 (centres undefined),53
CN(C)C(=O)Oc1cc(=O)n(C)c2ccccc12,56
C[N+]1(C)C2CCC1CC(OC(=O)C(CO)c1ccccc1)C2 (centres undefined),59&66
NCCc1cc(O)c(O)cc1O,59
CCN(Cc1ccccc1)S(=O)(=O)c1ccc(C(=O)N(CCCN(C)C)c2nc3cc(OC)ccc3s2)cc1,117
CCOP(=S)(OCC)SCn1c(=O)oc2cc(Cl)ccc21,57
CCOC(=O)CC(SP(=S)(OC)OC)C(=O)OCC (centres undefined),54
CCc1ccc(/C=C(/C#N)C(N)=S)cc1,60
Cc1ccc(S(=O)(=O)N(C)c2ccc(OCC(=O)Nc3ccc([N+](=O)[O-])c(C(F)(F)F)c3)cc2)cc1,59
Cn1cnc(CCN)c1,51
O=[N+]([O-])c1ccc(SCCO)c2nonc12,43
COc1cc(C(=O)Nc2ccc(Br)cc2C(=O)c2ccccc2)cc(OC)c1OC,72
NC(=S)N/N=C\c1coc2ccccc2c1=O,62
O=c1cccc2n1CC1CC2CN(C(c2cccc(F)c2)c2sc3ncnn3c2O)C1 (centres undefined),58
Cn1c(N)c(S(=O)(=O)N2CC3CC(C2)c2cccc(=O)n2C3)c(=O)n(C)c1=O (centres undefined),58

Screening results (PubChem)
